# EphA4 KYL inhibition – EphA4 ligand-binding antagonists – biochemical, colorimetric, mouse EphA4, primary screen (AID 689) | EphA4-AP binding to KYL peptide, pNPP A405; higher % means a stronger effect | inhibition, % at 10 µM; hits with a dose series show IC50 in µM | 62,000 tested, 0.1% active; in the data active = a potency from the dose series; inactive = the rest, 99 in 100 with inhibition below about 22%
# * marks the source's active call; other numbers are inactive results; & = joins results of further samples. Not all compounds are listed; count on the stated rates, not on these rows.
EphA4 KYL inhibition | compound
-4% | Cn1c(=O)c2c(nc(CN3CCN(c4ccccc4)CC3)n2CCN2CCOCC2)n(C)c1=O
-11% | CN1CCCCC1=NCCCn1cnc2c1c(=O)n(C)c(=O)n2C
10% | Cc1cc(=O)[nH]c(SCc2ccccc2)n1
-11% | CCOC(=O)c1c(NC(=O)Cn2cnc([N+](=O)[O-])n2)sc2c1CCC(C)C2 (stereo unspecified)
4% | CCCCOC(=O)c1ccc(NC(=O)C(CCS(C)(=O)=O)NC(C)=O)cc1 (stereo unspecified)
7% | O=C(Nc1nccs1)C12CC3CC(C1)CC(C(=O)Nc1nccs1)(C3)C2
3% | Cc1ccc(/C=C/C(=O)NC(=S)Nc2ccc(S(N)(=O)=O)cc2)cc1
6% | CN1CCN(CCC(=O)N2c3ccccc3Sc3ccc(Cl)cc32)CC1
-2% | CC(C)n1c(=S)[nH]c2ccccc2c1=O
-6% | CCn1ncc(/C=C/C(=O)NCc2cnn(C)c2C)c1C
-14% | COc1cccc(C2C(C(C)=O)=C(O)C(=O)N2CCc2c[nH]c3ccccc23)c1 (stereo unspecified)
-14% | OCCNC1CCCc2c1[nH]c1ccc(-c3ccccc3)cc21 (stereo unspecified)
4% | CCOC(=O)c1c(-c2ccco2)csc1NC(=O)CSc1nnc(N)s1
-12% | CSCSC1=C(C#N)C(c2ccccc2Cl)C(C(C)=O)=C(C)N1 (stereo unspecified)
-6% | CCn1cc(C2N3CC4(C)CN2CC(C)(C3)C4=O)c2ccccc21 (stereo unspecified)
-2% | Clc1ccccc1CSc1nnc(-c2ccncc2)o1
-4% | CCCn1cnc2cc(NCc3ccccn3)ccc21
-6% | COc1ccc(NC2=NCC(=O)N2c2ccccc2)c(OC)c1
-7% | CCCC1CCC(c2nc(-c3cccnc3)no2)CC1 (stereo unspecified)
-2% | C=CCOc1ccc2ccccc2c1CNCCCN1CCOCC1
-15% | NC(=O)c1ncc(C(F)(F)F)cc1Oc1ccc(F)cc1
-2% | CCCCc1ccc(-c2nc(NC(=O)C3C4CCC(O4)C3C(=O)O)sc2C)cc1 (stereo unspecified)
-9% | CCS(=O)(=O)N1CCC(C(=O)N2CCc3ccccc3C2)CC1
0% | Cc1ccc(N2CCN(CC(O)Cn3c4ccccc4c4ccccc43)CC2)cc1 (stereo unspecified)
17% | O=C(COc1ccccc1Cl)NCc1ccncc1
-16% | CS(=O)(=O)NCCSCc1ccco1
-8% | C#CC[N+]1(CC#Cc2ccccc2)CCCC1
14% | COCc1cc(C)nc(N2CCNCC2)c1C#N
-6% | Cn1cccc1C(=O)C(=O)Nc1cc(Cl)cc(Cl)c1
10% | O=C(O)c1ccc2c(c1)NC(=O)C(N1CCCC1)S2 (stereo unspecified)
-6% | COc1cccc(CNC(=O)C2CCCN(S(=O)(=O)c3cccc4nonc34)C2)c1 (stereo unspecified)
-11% | CCOc1ccc(NC(=O)Cn2nnc(-c3ccccc3NC(=O)c3cccs3)n2)cc1
-8% | CCOC(=O)C1CCCN(Cc2ccccc2F)C1 (stereo unspecified)
-8% | CC(C)(C)CC(C)(C)N=C1NS(=O)(=O)c2cc([N+](=O)[O-])ccc21
5% | COc1ccc(OC)c(N)c1
-2% | COc1ccc(CCNC(=O)COc2nsnc2N2CCOCC2)cc1OC
-2% | Cc1cc(-c2cc(N)n(-c3ccccc3)n2)c(C)n1C1CCCC1
-11% | O=C(c1nn(-c2ccccc2)c(=O)c2ccccc12)N1CCN(c2ccccn2)CC1
-7% | Cc1cccc(C)c1OCCOCCN1CCN(C)CC1
-7% | O=C(Cn1nc(-c2ccccc2)ccc1=O)NCCN1CCN(c2cccc(Cl)c2)CC1

# Brought forward from above: 2 entries, followed by the next part.
EphA4 KYL inhibition | compound
-7% | Cc1cccc(C)c1OCCOCCN1CCN(C)CC1
-7% | O=C(Cn1nc(-c2ccccc2)ccc1=O)NCCN1CCN(c2cccc(Cl)c2)CC1
-2% | CCCCCNC(=O)CC1Nc2c3ccccc3nc(=S)n2C1=O (stereo unspecified)
-2% | COCCOC(=O)c1c(C)oc2ccc(OCC(N)=O)cc12
-12% | O=C(/C=C/c1cc(Br)cs1)Nc1cccc2cccnc12
-9% | CCOCCNC(=O)c1ccccc1C(=O)NCCOCC
-28% | CCN(CC)CCNC(=O)c1ccc(NC(=S)NC(=O)c2cccnc2)cc1
-14% | Cc1n[nH]c(=O)nc1NC1CCCCC1
-8% | CC(=O)Nc1ccc(NC(=O)C2CC(=O)N(c3cccc(C)c3C)C2)cc1 (stereo unspecified)
-18% | CCc1cccc(C)c1N(C(=O)Cn1c(COC)nc2ccccc21)C(C)COC (stereo unspecified)
3% | CCc1ccc(CCC(=O)Nc2nc(CC(C)=O)ns2)o1
20% | Cc1ccc(OCc2nn3c(-c4n[nH]c5c4CCC5)nnc3s2)cc1
-3% | COC(=O)c1sc2ccccc2c1-n1cccc1C(=O)C(=O)Nc1ccccc1
9% | CC(=O)c1ccc(NC(=O)N[C@@H](CC(C)C)C(=O)O)cc1
-18% | c1ccc(C2CCC(N3CCC(N4CCCCC4)CC3)CC2)cc1 (stereo unspecified)
11% | O=C(CCCOc1ccccc1)Nc1nnc(C2CCCO2)s1 (stereo unspecified)
-10% | Cc1ccc(N2C(=O)S/C(=C/c3ccc4c(c3)OCO4)C2=O)cc1
22% | CCOC(=O)N1CCC(NC(=O)Cn2cccc2C(=O)c2ccccc2C)CC1
-9% | Cc1ccc(NC(=O)C2CC(=O)N(c3ccc(C)cc3)C2)cc1 (stereo unspecified)
-6% | CCCc1nn(-c2ccccc2)c2c1C(c1cccs1)C(C#N)=C(N)O2 (stereo unspecified)
11% | O=C1CC(c2ccc(Cl)cc2)n2nc(NS(=O)(=O)c3ccc(F)cc3)nc2N1 (stereo unspecified)
3% | O=S(=O)(/N=C(\Sc1ccccc1)c1ccccc1)c1ccc(Cl)cc1
-1% | CCOC(=O)c1cccc(NC(=O)C(C)N2C(=O)c3ccccc3C2=O)c1 (stereo unspecified)
-4% | O=C(CCc1nc(-c2ccccc2)no1)NCCc1ccccc1
-16% | O=C(CN(Cc1ccccc1)C(=O)c1cc2c(s1)CCC2)NCc1cccs1
3% | CC1=NN(c2cccc(C(=O)O)c2)C(=O)/C1=C\c1ccc(-c2cc([N+](=O)[O-])ccc2C)o1
-7% | CCc1nc(C)ccc1OCC(=O)N(CC)CC
0% | O=C(CSc1nnc(NC(=O)c2ccco2)s1)NC1CCCC1
4% | Oc1cnc2ccccc2c1CN1CCOCC1
-32% | N#Cc1cc2ccccc2nc1SCc1ccccn1
-8% | CCc1ccccc1NC(=O)N1C2CCCC1CC(NC(=O)C(C)(C)C)C2 (stereo unspecified)
-20% | CC(C)c1nc(-c2ccccn2)no1
6% | O=C(NC1CCCC1)c1ccc(CS(=O)(=O)c2ccc(Br)cc2)o1
-9% | CC(C)Cn1c(SC(C)C(=O)Nc2ccc3c(c2)OCCO3)nc2ccccc2c1=O (stereo unspecified)
-2% | O=C(NCCc1ccc(O)cc1)c1ccc(Cl)cc1
-17% | COc1ccc(C)cc1N(CC(=O)NC1CCCC1)C(=O)CCC(=O)Nc1cc(C)on1
-10% | O=c1c2ccccc2nc(-c2ccc(Cl)cc2Cl)n1CCCn1ccnc1
-9% | O=C(NCc1cccnc1)C1c2ccccc2C(=O)N1Cc1ccccc1 (stereo unspecified)
26% | COc1cc(CC(=O)OCC(=O)Nc2ncc(Cl)cc2Cl)cc(OC)c1OC
-12% | CCOC(=O)c1cc(C)n(Cc2cccc(OC)c2OC)c1C
-26% | CCOC(=O)C(CC)n1cnc2c(oc3ccccc32)c1=O (stereo unspecified)
0% | Cc1ccc(C(=O)c2cn[nH]c2-c2cc(Cl)ccc2O)cc1
-10% | CC(C)(C)NC(=O)CN(C(=O)CS(=O)CC(=O)Nc1ccc(F)cc1)c1ccc(F)c(Cl)c1 (stereo unspecified)
-5% | Cc1ccc(C)c(NC(=O)c2nnn(Cc3ccccc3C)c2N)c1
-20% | CC(C)c1cc(N2CCN(C(=O)c3ccco3)CC2)n2c(nc3ccccc32)c1C#N
-4% | COC(=O)c1ccc(C(=O)OC)c(NC(=O)c2cccc(OC)c2)c1
0% | CCOC(=O)c1[nH]c(C)c(C(=O)NC2CCCCC2)c1C
0% | CCOC(=O)C1CN(S(=O)(=O)c2cccc(C(F)(F)F)c2)c2cc(CC(=O)OC)ccc2O1 (stereo unspecified)
-2% | COc1ccc(Oc2cc(C)c3ccccc3n2)cc1
-8% | O=C1c2ccccc2C(=O)N1CCCc1nc2ccccc2c(=O)n1Cc1ccco1
-6% | CCC12CCCN3CCC4(C(=C(C(=O)OC)C1)Nc1ccccc14)C32 (stereo unspecified)
5% | O=C(Cc1cn2ccsc2n1)Nc1ccccc1Oc1ccccc1
-11% | CCOc1ccc(CN2CCN(S(C)(=O)=O)CC2)cc1
-12% | O=C(CN(Cc1ccco1)C(=O)c1cccc(Cl)c1)Nc1c(Cl)cc(Cl)cc1Cl
-10% | NS(=O)(=O)c1ccc(CCNC(=O)C2CCCN(S(=O)(=O)c3cccnc3)C2)cc1 (stereo unspecified)
0% | COc1cccc(Cn2nnc(C(=O)Nc3cc(Cl)ccc3OC)c2N)c1
-8% | CCc1nc(SCC(=O)N2CCCc3ccccc32)c2oc3ccccc3c2n1
-10% | CC1=C(C(=O)OCCOC(C)C)C(c2cccnc2)C2=C(CCCC2=O)N1 (stereo unspecified)
-7% | O=C(Nc1ccc(Cl)cc1)Nc1nc(-c2sccc2Br)cs1
-6% | O=C(CCc1nc(-c2ccccc2F)no1)NCCN1CCN(Cc2ccccc2)CC1
0% | CCNC(=O)c1c(N)sc2c1CCCCC2
-13% | Cc1ccccc1NC1c2ccccc2C(=O)N1Cc1ccco1 (stereo unspecified)

# (next part)
EphA4 KYL inhibition | compound
-8% | COC(=O)C(NC(C)=O)(Nc1ccccn1)C(F)(F)F (stereo unspecified)
-13% | O=C(Cn1ccccc1=O)c1cccs1
-9% | O=c1c(Cc2ccccc2)c(O)nc2n1CCS2
-3% | O=S(=O)(Nc1ccccc1N1CCCCC1)c1ccc(Cl)s1
-12% | CCc1nc(Nc2ccc3c(c2)OCO3)c2oc3ccccc3c2n1
-6% | Cc1cc(C)n2cc(CSc3ncccc3C(=O)O)nc2n1
3% | Cc1ccc(CS(=O)(=O)CCC(=O)NCCN2CCCCC2C)cc1 (stereo unspecified)
-19% | O=C(NCCCN1CCOCC1)c1c(O)c2cc(Br)cc(Br)c2[nH]c1=O
-4% | CCOc1ccc(/C(O)=C2/C(=O)C(=O)N(CCOCCO)C2c2cccnc2)cc1 (stereo unspecified)
-8% | COC(=O)c1c(N)n(CCCN2CCOCC2)c2nc3ccccc3nc12
-13% | N#Cc1ccc(C(c2nnnn2Cc2ccccc2)N2CCCC2)cc1 (stereo unspecified)
14%&-4% | O=C1c2ccccc2NC(c2ccc(Cl)cc2Cl)N1Cc1ccccc1 (stereo unspecified)
-10% | Cc1cnn(C(=O)c2cc(-c3ccccc3)nc3ccccc23)c1
-28% | O=C(Nc1cccn(Cc2ccccc2)c1=O)NC1CCCCC1
-11% | CCCOc1ccc(-c2nnn(CC(=O)c3ccc4c(c3)OCCO4)n2)cc1
-4% | CC(C)N(Cc1nc(-c2ccccc2)no1)C(=O)CN(C)S(=O)(=O)c1ccc(Br)cc1
2% | COc1ccc(CC(=O)N2CCN(c3ccc(C4=NNC(=O)CC4C)cc3)CC2)cc1 (stereo unspecified)
-6% | CC1CCc2c(c3ccccc3[nH]c2=O)O1 (stereo unspecified)
1% | Cc1ccccc1N(CC(=O)O)S(C)(=O)=O
-8% | O=C(Nc1cccc2ccccc12)N1CCN(Cc2ccccc2)CC1

# 25 neighbouring records from above, for reference:
EphA4 KYL inhibition | compound
-10% | CC1=C(C(=O)OCCOC(C)C)C(c2cccnc2)C2=C(CCCC2=O)N1 (stereo unspecified)
-7% | O=C(Nc1ccc(Cl)cc1)Nc1nc(-c2sccc2Br)cs1
-6% | O=C(CCc1nc(-c2ccccc2F)no1)NCCN1CCN(Cc2ccccc2)CC1
0% | CCNC(=O)c1c(N)sc2c1CCCCC2
-13% | Cc1ccccc1NC1c2ccccc2C(=O)N1Cc1ccco1 (stereo unspecified)
-8% | COC(=O)C(NC(C)=O)(Nc1ccccn1)C(F)(F)F (stereo unspecified)
-13% | O=C(Cn1ccccc1=O)c1cccs1
-9% | O=c1c(Cc2ccccc2)c(O)nc2n1CCS2
-3% | O=S(=O)(Nc1ccccc1N1CCCCC1)c1ccc(Cl)s1
-12% | CCc1nc(Nc2ccc3c(c2)OCO3)c2oc3ccccc3c2n1
-6% | Cc1cc(C)n2cc(CSc3ncccc3C(=O)O)nc2n1
3% | Cc1ccc(CS(=O)(=O)CCC(=O)NCCN2CCCCC2C)cc1 (stereo unspecified)
-19% | O=C(NCCCN1CCOCC1)c1c(O)c2cc(Br)cc(Br)c2[nH]c1=O
-4% | CCOc1ccc(/C(O)=C2/C(=O)C(=O)N(CCOCCO)C2c2cccnc2)cc1 (stereo unspecified)
-8% | COC(=O)c1c(N)n(CCCN2CCOCC2)c2nc3ccccc3nc12
-13% | N#Cc1ccc(C(c2nnnn2Cc2ccccc2)N2CCCC2)cc1 (stereo unspecified)
14%&-4% | O=C1c2ccccc2NC(c2ccc(Cl)cc2Cl)N1Cc1ccccc1 (stereo unspecified)
-10% | Cc1cnn(C(=O)c2cc(-c3ccccc3)nc3ccccc23)c1
-28% | O=C(Nc1cccn(Cc2ccccc2)c1=O)NC1CCCCC1
-11% | CCCOc1ccc(-c2nnn(CC(=O)c3ccc4c(c3)OCCO4)n2)cc1
-4% | CC(C)N(Cc1nc(-c2ccccc2)no1)C(=O)CN(C)S(=O)(=O)c1ccc(Br)cc1
2% | COc1ccc(CC(=O)N2CCN(c3ccc(C4=NNC(=O)CC4C)cc3)CC2)cc1 (stereo unspecified)
-6% | CC1CCc2c(c3ccccc3[nH]c2=O)O1 (stereo unspecified)
1% | Cc1ccccc1N(CC(=O)O)S(C)(=O)=O
-8% | O=C(Nc1cccc2ccccc12)N1CCN(Cc2ccccc2)CC1

# Following part.
EphA4 KYL inhibition | compound
0% | C=CCSc1ncccc1C(=O)NCc1ccccc1
-7% | CCN(CC)Cc1cc(NC2=NS(=O)(=O)c3ccccc32)ccc1OC(=O)C(C)C
5% | COC(=O)c1c(NC(=O)CSc2nnc(-c3ccco3)n2Cc2ccccc2)sc(C)c1C
4% | CNc1nc(Sc2ccccc2)cc(C(F)(F)F)n1
-4% | N#CC1=C2SCC(O)(c3ccccc3)N2C(=O)CC1c1ccccc1F (stereo unspecified)
